TRPV1 agonist – human TRPV1 agonism. Q8NER1. TRPV1-expressing cells, Fluo-8 calcium influx, agonist mode. activation, % at 8.33 µM. 320,000 compounds, 0.19% hits. AID 540275; in the data active = activation above about 80%; inconclusive = between about 30% and that limit; also: 0% is about no effect
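Fluo-8 calcium influx in TRPV1-expressing cells, kinetic read (ex 480/em 520 nm). Compound added and read 3 min for agonist activity, followed by capsaicin at EC20 final and 2 min further read for enhancement.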
NPC1 prom act – activators of NPC1 promoter. Huh7 NPC1 promoter luciferase reporter, 24 h. 320,000 compounds, 2.4% hits. Potency, µM (series often up to 9.22 µM), without a hit: top-dose activation, actives largely listed as activators;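 also: potency is read from the fitted curve at half-maximal effect; % of control where 0% means no effect; nearly all actives have a fitted effect of over 60% in size; reporter is driven by a mutant NPC1 promoter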
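Stable NPC1-promoter luciferase Huh7 line; cpd (DMSO) 24 h, 37 °C, 5% CO2; Amplite luciferase reagent 10 min RT; luminescence readout. qHTS format.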
FLuc modulator – inhibits or activates purified firefly luciferase, miR-21 counter-screen; purified FLuc, Km substrates, luminescence inhibition; Potency, µM (doses to about 57.5 µM), without a hit: top-dose activity change, negative = inhibition, actives largely listed as inhibitors; 360,000 compounds, 6.9% hits; AID 588342;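 also: potency is read from the fitted curve at half-maximal effect; plate controls were vehicle for no effect and reference inhibitor for full effect; nearly all actives have a fitted effect of over 55% in size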
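Purified P. pyralis luciferase (10nM final) with 10uM D-luciferin and 10uM ATP (Km levels) in 50mM Tris acetate pH 7.5, 10mM Mg acetate, 0.01% Tween-20, 0.05% BSA; qHTS 6-point titration, ~60 µM downward; luminescence read.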
p53 reactivation – mutant p53 re-activation in reporter cells | AID 504706 | H1299 p53-A138V BP100-luciferase reporter, luminescence, 24 h | Potency, µM (doses to about 92.2 µM), for the others: at the highest dose activity change, positive = activation, most hits filed as activators | 320,000 compounds, 0.063% hits; also: potency is read from the fitted curve at half-maximal effect; % of control where 0% means no effect; nearly all actives have a fitted effect of over 45% in size
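H1299 (p53-null), stable ts p53-A138V + BP100-Luc; 1000 cells/well, Opti-MEM/10% FBS; cpd 4 pt, 1:5; 24 h, 37 deg C, 5% CO2; detection reagent 10 min RT; luminescence.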
ELG1 repair inh – blocks ELG1-dependent DNA repair in HEK293T cells; HEK293T ELG1-luciferase reporter, luminescence, 16 h; DNA damage induced by 5-fluorouridine; Potency, µM (top dose mostly 46.1 µM), without a hit: top-dose activity change, negative = inhibition, usual class: inhibitors; 330,000 compounds, 2.3% hits; AID 504467; also: potency is read from the fitted curve at half-maximal effect; % is scaled to controls: 0 for no effect and ±100 for the full control effect; nearly all actives have a fitted effect of over 55% in size
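Step one: seed 2,000 cells per well. Step two: pin-transfer compound or DMSO alongside 5-fluorouridine. Step three: incubate 16 hr, 37 °C, 5% CO2. Step four: add ONE-Glo, wait 30 min, read luminescence.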
Tb PFK block – inhibitors of T. brucei phosphofructokinase; 330,000 compounds, 0.17% hits; T. brucei PFK, ADP-Glo luminescence; Potency, µM (top dose mostly 57.5 µM), without a hit: top-dose activity, negative = inhibition, most hits filed as inhibitors; O15648;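 also: potency is read from the fitted curve at half-maximal effect; 0% = uninhibited 1x PFK enzyme wells and -100% = no-enzyme wells; nearly all actives have a fitted effect of over 60% in size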
Target sequence (O15648 whole entry, looked up): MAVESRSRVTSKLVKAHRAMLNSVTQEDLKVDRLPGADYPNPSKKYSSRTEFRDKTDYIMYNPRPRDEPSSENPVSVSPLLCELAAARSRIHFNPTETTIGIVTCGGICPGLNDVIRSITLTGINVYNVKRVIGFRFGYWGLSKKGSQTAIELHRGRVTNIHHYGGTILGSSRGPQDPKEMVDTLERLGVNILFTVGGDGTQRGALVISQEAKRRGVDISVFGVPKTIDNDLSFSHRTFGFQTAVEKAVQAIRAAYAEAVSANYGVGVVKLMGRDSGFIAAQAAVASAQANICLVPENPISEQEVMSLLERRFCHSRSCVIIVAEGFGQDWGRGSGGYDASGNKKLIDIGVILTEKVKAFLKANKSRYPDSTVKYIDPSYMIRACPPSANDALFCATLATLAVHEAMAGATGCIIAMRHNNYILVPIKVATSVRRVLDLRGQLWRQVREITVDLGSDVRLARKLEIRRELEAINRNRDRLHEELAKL
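ADP-Glo luminescence quantified ADP after 45 min at room temperature, with 1.25 nM T. brucei PFK, 0.1 mM ATP and 0.5 mM fructose-6-phosphate in pH 8.0 TEA buffer. qHTS titrations up to 57 µM; curves classified by quality.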
Gal4-VP16 FLuc – inhibits Gal4-VP16 luciferase reporter, ROR gamma counter-screen; Drosophila S2 Gal4-VP16 UAS-luciferase, luminescence, 20 h; Potency, µM (highest dose often 53.6 µM), for inactives: top-dose activity, negative = inhibition, most hits filed as inhibitors; 310,000 compounds, 3.5% hits; AID 2546;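 also: Gal4-VP16 expression switched on by copper sulfate through the metallothionein promoter; potency is read from the fitted curve at half-maximal effect; % is scaled to controls: 0 for no effect and ±100 for the full control effect; nearly all actives have a fitted effect of over 50% in size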
Rab9 prom act – activates the Rab9 promoter; Huh7 Rab9 promoter-luciferase reporter, luminescence, 24 h; Potency, µM (titrated, usually from 9.22 µM), inactives show at the top dose activation, negative = inhibition, most hits filed as activators; 320,000 compounds, 2.8% hits; also: potency is read from the fitted curve at half-maximal effect; % of control where 0% means no effect; nearly all actives have a fitted effect of over 60% in size
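Huh7 cells stably carrying Rab9 promoter–luciferase reporter, plated 1500 cells/well, compound added after 2 h and incubated 24 h at 37 °C; luciferase luminescence then read after 10 min with detection reagent.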
BRCA1 expr act – BRCA1 expression activation | MCF7-BRCA1-FFLuc reporter, luminescence, 48 h; response scale: scaled: vehicle 0%, 10 µM genistein 100% | 380,000 compounds, 1.1% hits | Potency, µM (highest dose often 46.1 µM), for the others: top-dose activation, usual class: activators | AID 624202; also: potency is read from the fitted curve at half-maximal effect; nearly all actives have a fitted effect of over 80% in size; some results filed as inactive show a strong effect at the top dose
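First, MCF7-BRCA1-FFLuc cells (2000/well) attach for 2 h; next, compounds are pin-added and incubated 48 h at 37 °C; finally, luciferase reagent is added and luminescence read after 15 min.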
RORgamma inh – ROR gamma (mouse) transcription inhibition | P51450 | Drosophila S2 Gal4-RORgamma UAS-luciferase reporter, 20 h | Potency, µM (titrated, usually from 53.6 µM), inactives show top-dose activity change, negative = inhibition, actives largely listed as inhibitors | 310,000 compounds, 5.4% hits | AID 2551; also: potency is read from the fitted curve at half-maximal effect; % is scaled to controls: 0 for no effect and ±100 for the full control effect; nearly all actives have a fitted effect of over 60% in size
Target sequence (P51450 whole entry, looked up, the tested form may be a part): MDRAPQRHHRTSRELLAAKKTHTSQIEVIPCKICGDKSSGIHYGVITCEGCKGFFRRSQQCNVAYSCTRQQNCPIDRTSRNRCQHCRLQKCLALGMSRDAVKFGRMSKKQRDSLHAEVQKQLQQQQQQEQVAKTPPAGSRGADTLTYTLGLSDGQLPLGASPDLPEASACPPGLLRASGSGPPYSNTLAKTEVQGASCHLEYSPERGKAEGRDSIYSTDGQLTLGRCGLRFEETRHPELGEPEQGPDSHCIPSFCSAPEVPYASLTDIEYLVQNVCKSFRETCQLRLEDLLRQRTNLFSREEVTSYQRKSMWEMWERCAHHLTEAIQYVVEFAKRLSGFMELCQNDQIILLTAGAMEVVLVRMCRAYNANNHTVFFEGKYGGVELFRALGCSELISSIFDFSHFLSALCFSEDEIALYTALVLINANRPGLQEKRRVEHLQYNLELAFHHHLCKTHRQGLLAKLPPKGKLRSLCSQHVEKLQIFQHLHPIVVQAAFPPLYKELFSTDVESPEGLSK
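Read-out: Photinus luciferase luminescence; inhibitors lower reporter signal. Insect Schneider cells with Gal4-ROR gamma fusion under metallothionein promoter, UAS reporter; 700 uM final copper sulfate induction, 20 hr, ambient temperature.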
ELG1 genotox – genotoxicity induction in ELG1-luciferase HEK293T cells | Potency, µM (doses to about 46 µM), for inactives: at the top dose activity change, positive = activation, most hits filed as activators | HEK293T ELG1-luciferase reporter, luminescence, 16 h | 330,000 compounds, 1.3% hits | AID 504466; also: potency is read from the fitted curve at half-maximal effect; % of control where 0% means no effect; nearly all actives have a fitted effect of over 60% in size
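16 hr compound incubation (37 °C, 5% CO2) of HEK293T cells carrying luciferase-tagged ELG1; luciferase then measured by ONE-Glo luminescence after 30 min at RT.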
* hit, by the source's call; u = inconclusive; x = not tested or not shown; [ ] = another dose, or the depositor's remark. Unless noted, calls follow the shape of the dose curve; as a rule, active = well fitted curve in the direction sought with a large enough effect; inconclusive = small, poorly fitted or top-dose-only effect, or another doubt; inactive = no such curve, though single readings can be large; an effect the other way counts as inactive or inconclusive.

mol,TRPV1 agonist,NPC1 prom act,FLuc modulator,p53 reactivation,ELG1 repair inh,Tb PFK block,Gal4-VP16 FLuc,Rab9 prom act,BRCA1 expr act,RORgamma inh,ELG1 genotox
CC(=O)c1c(C)oc2ccc(NS(=O)(=O)c3ccc(C)cc3)cc12,6.1,-11.1%,3.5%,5.1%,u,0.7%,u,-8.2%,1.0%,u,-12.2%
O=S(=O)(c1ccc2ccccc2c1)N1CCCCC1,13.1,-1.1%,3.6%,-0.5%,4.6%,-11.3%,x,-1.2%,2.6%,-11.4%[0.365 µM],0.9%
O=C(Oc1ccc2ccc(=O)oc2c1)N1CCOCC1,-0.3,3.8%,-1.8%,u,u,-2.8%,3.0%,10.6%,18.8%,30.8%,5.6%
Cc1ccc(Cl)cc1N1CCN(C(=O)CCCn2c(=O)c3cccn3c3cccnc32)CC1,-2.0,-2.2%,0.4%,-9.0%,u,-0.1%,-18.4%,-2.7%,-39.2%,40.5%,-0.6%[9.26 µM]
Cc1csc(NC(=O)c2cc3c(s2)CCCCC3)n1,u,0.355µM*,0.135µM*,14.2%,u,-3.0%,3.98µM*,0.501µM*,-37.0%,2.82µM*,0.206µM*
COc1ccc(OC)c(NS(=O)(=O)c2c(C)nc3sccn3c2=O)c1,3.9,-3.4%,6.3%,x,-7.0%,0.8%,1.5%,3.2%,0.6%,12.1%,2.0%
CC1CCCN(CC(O)COC(c2ccccc2)c2ccccc2)C1 (centres undefined),2.5,-5.0%,0.3%,18.3%,15.9%,2.8%,-2.3%,-1.7%,2.2%,11.5%,-1.9%
CCOC(=O)/C(=C\c1c[nH]c2ccccc12)NC(C)=O,-1.1,0.3%,4.5%,-7.4%,1.2%,7.1%,3.6%,-1.0%,-18.4%,9.4%,1.1%
C[C@H]1CN([C@@H](C)CO)C(=O)Cc2cc(NC(=O)Cc3cn(C)c4ccccc34)ccc2O[C@@H]1CN(C)S(=O)(=O)c1cn(C)cn1,x,x,x,6.0%,7.6%,0.8%,x,x,9.3%,x,3.8%
C/C(=N\OCC(=O)NCC(F)(F)F)c1cc2ccccc2o1,8.0,0.9%,u,u,u,2.1%,-12.4%,28.4%,12.6µM*,19.7%,u
CC1C(=O)N2CCCc3cc(NC(=O)C4CC4)cc1c32 (centres undefined),-0.9,-6.2%,1.8%,-4.2%,u,-9.8%,x,-3.7%,-52.5%,x,u
N#CC(c1ccccc1)c1cnccn1 (centres undefined),4.2,6.3%,0.3%,8.8%,14.1%,-14.0%,x,2.4%,4.4%,x,2.2%
C/C(=N\Nc1nc2ccccc2[nH]1)c1ccc2c(c1)OCO2,2.1,14.0%,26.9µM*,-0.7%,-7.3%,5.5%,11.2µM*,14.9%,-41.4%,3.16µM*,-4.6%
O=C(CCc1nnc2n(Cc3ccccc3)c(=O)c3ccccc3n12)NCCN1CCOCC1,0.8,1.1%,1.9%,x,-1.2%,-0.9%,-0.3%,1.6%,8.6%,-18.5%,2.8%
Cc1ccc(NC(=O)CCC(=O)N/N=C/c2ccc(O)cc2)cc1,3.0,-1.1%,-14.7%,3.8%,u,-1.7%,1.4%,2.2%,-2.8%,6.1%,1.7%
Cc1cc(C)nc(NC(=O)c2ccc(COc3ccccc3Cl)cc2)c1,10.7,-0.3%,u,0.1%,0.0%,-2.2%,0.0%,3.2%,26.9%,8.5%,-2.6%
COc1ccc(-c2coc3c(C)c4oc(=O)c(CCC(=O)O)c(C)c4cc23)cc1,-3.8,-2.4%,u,-8.4%,-24.8%,8.5%,-2.4%,-0.5%,-16.7%,21.6%,-3.7%
C/C(=N\NC(=O)CNc1cccc(C(F)(F)F)c1)c1cccc(Br)c1,-0.6,1.7%,-3.0%,28.5%,-0.4%,-14.4%,-21.2%,-2.0%,-23.6%,69.8%,1.6%
N#CC1=C(N)Oc2n[nH]c(-c3cccs3)c2C1C1C=CCCC1 (centres undefined),3.4,4.1%,1.4%,-0.9%,14.1%,-10.6%,-16.8%,-7.2%,-6.4%,-25.8%,0.2%
CCOC(=O)C1(Cc2ccc(Cl)cc2)CCN(C(=O)c2cnc(C)cn2)CC1,u,-5.1%,-2.1%,-0.3%,-0.6%,2.0%,0.4%,0.7%,-11.2%,12.3%,-1.0%
CC(=O)c1cccc(NC(=O)c2cc(C)nn2-c2ccccc2)c1,17.0,-4.5%,-9.7%,4.2%,2.6%,7.2%,22.6%,3.3%,-15.3%,4.3%,-0.3%
Cn1c(SCC(=O)Nc2nncs2)nnc1C1CC1,-6.2,-3.1%,2.3%,3.8%,1.7%,-8.9%,-6.2%,-1.1%,-1.0%,-23.9%,-6.1%
CCC(C)(C(=O)NC1CCCC1)N(C(=O)CC1NC(=O)NC1=O)c1ccc(C)cc1 (centres undefined),0.5,-2.1%,2.0%,2.8%,-0.7%,0.0%,8.1%,0.7%,-0.3%,4.2%,-1.1%
Cc1ccc(-n2nnnc2SCC(=O)c2c(N)n(C3CC3)c(=O)[nH]c2=O)cc1C,u,1.3%,-2.2%,7.8%,-5.6%,-2.8%,x,-2.3%,-18.1%,x,-0.6%
CSCCC(NS(=O)(=O)c1ccc(Cl)cc1)C(=O)OCC(=O)c1c(C)[nH]c2ccccc12 (centres undefined),1.1,7.0%,-1.9%,-7.4%,u,4.2%,15.8µM*,3.1%,-96.5%[inhibitor],u,-17.3%

Later entries:
mol,TRPV1 agonist,NPC1 prom act,FLuc modulator,p53 reactivation,ELG1 repair inh,Tb PFK block,Gal4-VP16 FLuc,Rab9 prom act,BRCA1 expr act,RORgamma inh,ELG1 genotox
Cn1c(C(=O)N2CCc3ccccc3C2)cc2oc3ccccc3c21,23.8,27.0%,10.7µM*,u,u,-5.5%,-2.5%,u,u,u,u
CN(CC(=O)NCCc1ccccn1)S(=O)(=O)c1ccc(Cl)cc1,-1.9,-1.4%,1.2%,-6.2%,-1.3%,10.8%,-6.9%,8.3%,-21.0%,27.3%,-6.5%
O=C(NC(CC(=O)N1CCCC(C(F)(F)F)C1)c1ccccc1)c1ccccc1Cl (centres undefined),-1.7,-1.4%,1.6%,-1.6%,u,1.5%,-12.9%,2.2%,8.7%,-19.4%,-8.6%
Cc1ccc(NC(=O)COC(=O)C2CSC3(C)CCC(=O)N23)cc1S(=O)(=O)N1CCOCC1 (centres undefined),-1.3,-3.0%,-3.9%,1.1%,11.4%,-1.5%,4.9%,-1.5%,-5.1%,25.8%,2.3%
CCCCCC(O)CCC(=O)NNC1=CC(=O)CC(C)(C)C1 (centres undefined),-0.4,-1.2%,-1.7%,0.2%,0.7%,-5.6%,5.7%,-1.6%,18.2%,23.4%,0.6%
Cc1ccc(N=C2CCCCCN2C)c(C#N)c1,-0.7,-0.3%,-11.5%,-3.4%,u,1.2%,-14.9%,-1.2%,11.7%,-14.6%,-3.1%
Cc1cccc(C(=O)OCC(=O)NCCN2C(=O)CSC2=O)c1[N+](=O)[O-],x,x,x,-2.6%,13.2%,0.0%,x,x,3.6%,x,2.7%
CCCCNC(=O)OCCNC(=O)NC,-1.4,-0.6%,0.7%,-16.2%,17.4%,-4.3%,1.2%,-4.9%,7.4%,-8.7%,0.9%
CC1CCN(c2ccc3nnc(CCC(=O)N4CCN(c5ccccc5F)CC4)n3n2)CC1,0.1,-1.0%,-2.3%,-10.5%,u,0.3%,-6.9%,0.0%,-23.2%,-10.2%,-2.1%
CCCn1nnnc1-c1cc(Cl)cc(Cl)c1,-0.2,-1.7%,5.8%,4.3%,1.7%,2.7%,5.3%,3.6%,7.6%,-12.1%,-0.7%
N#C/C(=C(\O)Cc1ccccc1)c1nc2ccccc2[nH]1,3.4,3.1%,-2.6%,4.2%,u,-2.5%,u,-2.7%,-28.1%,2.82µM*,u
CC(C)Cc1nnc(NC(=O)CN2C(=O)NC3(CCCC3)C2=O)s1,-1.9,-2.2%,-1.9%,1.0%,8.8%,0.0%,x,-1.5%,-16.9%,x,-2.0%

Source: PubChem BioAssay (National Center for Advancing Translational Sciences (NCATS))
